Source: PubChem BioAssay
Tb PYK inh – T. brucei pyruvate kinase inhibition; 0.12% of 410,000 active; Q57TT1; TbPYK enzyme, Kinase-Glo Plus ATP luminescence, 45 min; Potency, µM (doses to about 76.8 µM), for inactives: top-dose activity, negative = inhibition, hits mostly inhibitors; note: nearly all actives have a fitted effect of over 50% in size
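T. brucei PYK with substrate was exposed to pin-transferred compounds across a concentration series, then started with 130 uM ADP (final). After 45 min at room temperature, Kinase-Glo Plus luminescence was read, normalized and curve-fitted.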
AMA1-RON2 inh – disrupts binding of P. falciparum AMA1 to RON2; AID 720542; Potency, µM (titrated, usually from 58.2 µM), for the others: top-dose activity change, negative = inhibition, most hits filed as inhibitors; 0.2% of 360,000 active; AlphaScreen AMA1-biotinylated RON2 peptide binding;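 note: 0% = vehicle wells and -100% = peptide control; nearly all actives have a fitted effect of over 45% in size; some results filed as inactive show a strong effect at the top dose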
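AMA1 (3D7) with his tag at 25 nM final met compounds first, then biotinylated RON2 peptide at 25 nM; detection used donor plus acceptor beads, 10 µg/mL apiece, read by AlphaScreen after 30 min at room temperature.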
* = called active by the depositor; ? = inconclusive; [ ] = remark or other dose. Calls come from the whole dose curve; as a rule, active = well fitted curve in the direction sought with a large enough effect; inconclusive = small, poorly fitted or top-dose-only effect, or another doubt; inactive = no such curve, though single readings can be large; an effect the other way counts as inactive or inconclusive. Unless noted, % is set by controls: 0 for no effect and ±100 for the full control effect; potency is the fitted concentration of half-maximal effect. A portion of the library; count on the stated rates, not on these rows.

SMILES | Tb PYK inh | AMA1-RON2 inh
COC(=O)c1ccc(CNC(=O)COC(=O)c2cccs2)cc1 | -2% | 13%
Cc1cccc2c(=O)c(C(=O)NCc3cccs3)c[nH]c12 | -7% | -8%
O=C1NC(=O)C2(CCCCCC2)N1 | -2% | 7%
C[C@H](CO)N1C[C@H](C)[C@@H](CN(C)C)Oc2c(NC(=O)CCCCCC(=O)Nc3ccccc3N)cccc2C1=O | -1% | 0%
COc1ccc(/C=C2\CCCCC2=O)cc1 | -2% | -27%
CCCCNC(=O)C1c2ccccc2OCC(=O)N1Cc1ccc2c(c1)OCO2 (stereo not given) | 0% | -4%
S=C1NCCC12C(=S)Nc1ccccc12 (stereo not given) | -7% | 19%
CN1CCN(c2cc(-c3ccc4ccccc4c3)nc3ccnn23)CC1 | -12% | 18%
COc1cccc(C(NC(C)=O)c2nc(-c3ccc(F)c(Cl)c3)cs2)c1 (stereo not given) | -2% | -5%
CCOc1ccc(C2OCCC(C)O2)cc1OC (stereo not given) | 2% | 37%
Cc1ccc(CNC(=O)[C@]2(C)CCC[C@@]3(C)C4CC[C@@]5(C)C[C@]4(CCC32)CC5=O)cc1 (stereo not given in full) | -7% | -1%
NC(=O)c1cccc(-c2coc3c(C(=O)NCc4ccccc4)cccc23)c1 | 1% | -5%
NC(=O)c1cc(NC(=O)COC(=O)CCCN2C(=O)c3cccc4cccc(c34)C2=O)cc(C(N)=O)c1 | -10% | 24%
O=C(CN1c2cccc3cccc(c23)S1(=O)=O)NCc1ccccc1Cl | 5% | 7%
O=c1c2ccccc2oc2cc(Br)ccc12 | -5% | 0%
C[C@H](CO)N1C[C@H](C)[C@H](CN(C)Cc2ccccc2)Oc2ncc(Br)cc2C1=O | 5% | 0%
COc1ccc(CN2CCC3CC2c2cc(Cl)ccc23)cc1 (stereo not given) | 2% | -2%
CN(C(=O)COC(=O)c1cc([N+](=O)[O-])ccc1N1CCOCC1)C1CCCCC1 | 3% | -5%
CC(C)(C)OC(=O)C[C@@H]1C/C=C\C[C@@H](CC(=O)N[C@@H](CO)Cc2ccccc2)C(=O)N2CCC[C@H]2COC1=O | 2% | -5%
Cc1cc(=O)[nH]c(NN=Cc2cc(Br)ccc2O)n1 | -4% | 5%
O=C(Nc1ccc(Cl)cc1)c1ccc2sc([C@@H]3O[C@H](CO)[C@@H](O)[C@H]3O)nc2c1 | -3% | 1%
COCCNC(=O)C1CCCN(C(=O)c2cc(C(C)(C)C)nn2C)CC1 (stereo not given) | 0% | -2%
FC(F)(F)c1nc2nc(Cl)c(Cl)nc2[nH]1 | -10% | 6%
CCCCN1C(N)=NC[C@@H]1c1ccccc1 | 5% | 0%
COCCNC(=O)C1(C)CCCN(C(=O)c2ccccc2F)C1 (stereo not given) | 8% | -2%
(further entries)
SMILES | Tb PYK inh | AMA1-RON2 inh
CC(C)[C@H](NC(=O)OCc1ccccc1)C(=O)OCC(=O)N1C(C)CCCC1C (stereo not given in full) | 3% | -4%
CCCCCN1C(=O)c2cc(OC)ccc2[C@@]2(C(=O)OCC)Cc3cc(OC)ccc3[C@@H]12 | -3% | -12%
CSc1ccc(OC2(C)CCN(Cc3ccc(-c4ccccn4)cc3)C2)cc1 (stereo not given) | 6% | ?
O=C(c1cc(-c2ccncc2)nc2ccccc12)N1CCN(Cc2ccccc2)CC1 | 0% | -2%
COc1ccc(C2CCCCCN2C(=O)C2CCN(S(=O)(=O)c3cccc(C(C)=O)c3)CC2)cc1 (stereo not given) | -5% | -8%[11.6 µM]
COc1cccc(/C=C/C(=O)OCC(=O)NCCCc2ccccc2)c1OC | 2% | -4%
CC(C)(C)OC(=O)C[C@H]1C/C=C\C[C@H](CC(=O)N(CCO)Cc2ccccc2)C(=O)N[C@@H](Cc2ccccc2)COC1=O | -1% | -4%
COc1ccc(-n2nnnc2C(c2cccs2)N2CCC3(CC2)C(=O)NCN3c2ccccc2)cc1 (stereo not given) | -4% | -21%
CN1C(=O)C(Cc2ccccc2)C(=O)N(C)C1=O | 4% | 10%
O=C(CNC(=O)OCc1ccccc1)NC1(C(=O)O)CCCC1 | -8% | -2%
Cc1ccc2nc(C3CCCCC3)c(Cc3ccccc3)n2c1 | 3% | -7%
COc1ccc(NC(=O)C2=CC=CN3CCS(=O)(=O)N=C23)c(OC)c1 | -8% | -11%
O=S(=O)(NCC1CCCO1)c1ccc(S(=O)(=O)N(Cc2ccccc2F)C2CCCCC2)cc1 (stereo not given) | 3% | 3%
COc1ccc(S(=O)(=O)N(C)C[C@H]2Oc3ccc(NS(=O)(=O)c4cccs4)cc3CC(=O)N([C@H](C)CO)C[C@H]2C)cc1 | 5% | -4%
CC(C)C[C@@H]1COc2cccc(N3CCC[C@@H]3CO)c2S(=O)(=O)N1 | -3% | 0%
O=C1C(c2ccccc2)C2C=CC(C2)N1O (stereo not given) | 4% | 17%
COCCCN(C(=O)CSCC(=O)Nc1ccc(C)cc1)c1c(N)n(Cc2ccccc2)c(=O)[nH]c1=O | -9% | 1%
Cc1c(Cl)cccc1-n1cnc(=O)c2ccccc21 | 2% | -12%
CCOc1ccc2nc(S(=O)(=O)NC(=O)C3(C)CCN3C(=O)c3cc(C)n(C)n3)sc2c1 (stereo not given) | 0% | -3%
COc1ccc(CN(C)CCCn2cnc3c(OCc4ccccc4)ncnc32)cc1 | 4% | -1%
NC(=O)c1cc(Sc2ccccc2)nc2ccccc12 | 6% | 8%
N#Cc1ccc(Nc2nc(-c3ccccc3)cs2)cc1 | 1% | -7%
COc1cc(C(=O)N2CCC2(C)C(=O)O)cc(OC)c1OC (stereo not given) | 6% | -1%
O=C(OC1CC2CC1[C@H]1CCCCN1C2=O)N1CCN(S(=O)(=O)c2ccccc2)CC1 (stereo not given in full) | -4% | 5%
CCN(CC)C(=O)[C@H]1C[C@H](CC(=O)NC/C=C(\C)CCC=C(C)C)C(=O)N2CCc3c([nH]c4ccc(Cl)cc34)[C@]12C | -1% | -1%
Following part.
SMILES | Tb PYK inh | AMA1-RON2 inh
COc1ccc(CCn2c(=N)c(C(=O)NCc3ccco3)cc3c(=O)n4ccccc4nc32)cc1OC | -2% | 0%
N#Cc1ncc(N=Cc2ccc(N(CCCl)CCCl)cc2)s1 | -6% | 2%
COc1ccc(S(=O)(=O)Nc2ccc3c(c2)C(=O)N([C@H](C)CO)C[C@H](C)[C@@H](CN(C)C(=O)Nc2ccc(C(F)(F)F)cc2)O3)cc1 | 2% | -3%
CNC(=O)OCc1snc(-c2ccccc2)c1COC(=O)NC | 3% | -7%
Cc1ccc(C(=O)Nc2ccc(Cl)cc2C(=O)c2ccccc2)cc1 | 0% | -9%
CC(=O)Nc1cc(-c2ccc(N3CCN(C)CC3)cc2)cn2c(-c3ccc(F)c(Cl)c3)cnc12 | 0% | ?
CC1(C(=O)Nc2cccc(C#N)c2)CCN1C(=O)CCc1ccccc1 (stereo not given) | -9% | -2%
CC1=C(C(=O)N(C(C)C)C(C)C)CC(CC(=O)NCCc2ccccn2)C(=O)N1Cc1ccc(F)cc1 (stereo not given) | -5% | 16%
O=C(Nc1ccc(Nc2ccccc2)cc1)c1ccccc1 | 5% | -10%
C[C@@H]1CN([C@H](C)CO)C(=O)c2cc(Br)cnc2O[C@@H]1CN(C)C(=O)Nc1ccccc1 | -8% | 4%
COc1cccc(Nc2nc(C(N)COCc3ccccc3)cs2)n1 (stereo not given) | 3% | -1%
COc1cccc(CNc2nc3cc(-c4cccc(C(F)(F)F)c4)sc3c(=O)n2C)c1OC | -3% | -3%
COc1cc(C)ccc1S(=O)(=O)NC(=O)C1(C)CCN1C(=O)Cc1ccc(Cl)cc1Cl (stereo not given) | -2% | 3%
CN1CCN([C@H]2CS(=O)(=O)N[C@@H]2COCc2ccccc2)CC1 | -1% | 7%
O=C(NCc1cccc(F)c1)Nc1nnc([C@@H]2C[C@H](O)[C@@H](CO)O2)s1 | 1% | 11%
CC(NC(=O)c1ccc(Cl)c(S(=O)(=O)NC2CC2)c1)c1ccco1 (stereo not given) | -6% | -10%
O=C(Cn1nc(C(=O)O)c2ccccc2c1=O)Nc1cccc(S(=O)(=O)N2CCCCC2)c1 | 2% | -2%
CCN(C[C@H]1N[C@@](C)(C(=O)OC)[C@H]2C(=O)N(Cc3ccccc3)C(=O)[C@@H]12)C(=O)C1CCCCC1 | 1% | 0%
Cc1cc2nc(-c3cccc(Cl)c3)c(CC(C)(C)C)n2c(C)c1Br | 5% | -1%
C(=C\c1ccccc1)/CN1CCN(C(c2nnnn2Cc2ccccc2)C2CC2)CC1 (stereo not given) | -1% | -2%
CCOC(=O)C1=CN(Cc2ccc(Br)cc2)S(=O)(=O)N(C)C1C (stereo not given) | -3% | 24%
O=C(COC(=O)c1ccco1)Nc1cc(S(=O)(=O)N2CCOCC2)ccc1Cl | -1% | 4%
O=C(COC(=O)c1cc(=O)[nH]c(=O)[nH]1)Nc1cccc(Cl)c1 | -2% | ?
Cc1ccc(CC2(c3ccccc3)NC(=O)NC2=O)cc1 (stereo not given) | 2% | -30%
Cn1c(COc2ccccc2)nnc1SCC(=O)Nc1nnc(C2CC2)s1 | -18% | 6%
(further entries)
SMILES | Tb PYK inh | AMA1-RON2 inh
CCCC[C@@H]1C=C(C(=O)O)[C@H](c2ccc(C#N)cc2)N1S(=O)(=O)c1ccc(C)cc1 | 1% | -3%
Cc1cc(C)cc(C(O)c2ncc(-c3ccccc3Cl)[nH]2)c1 (stereo not given) | -15% | 0%
CC(NC(=O)COC(=O)c1ccc2c(=O)n3c(nc2c1)CCCCC3)c1ccc(F)cc1 (stereo not given) | -6% | -2%
Cc1ccc([N+](=O)[O-])cc1S(=O)(=O)Nc1cccc(S(=O)(=O)NC2=NCCC2)c1 | -2% | -21%
C#CCNC(=O)C[C@@H]1C[C@@]2(C(=O)OC)CCCCC=C2N(Cc2cccc3ccccc23)C1=O | 1% | -10%
OCC[C@@H]1C[C@H](O)[C@@H](O)[C@@]2(OCc3ccc4ccccc4c32)O1 | 0% | 19%
CC[C@@H]1CCCCc2ccccc2[C@H](C(=O)C[C@H](O)CC(C)=O)OC1=O | -3% | 9%
O=C(Nc1cccc(Cl)c1)Nc1nnc([C@@H]2C[C@H](O)[C@@H](CO)O2)s1 | -11% | 4%
CCC(C)N1CCN(C(=O)c2cccs2)CC1 (stereo not given) | -6% | ?
O=C(c1ccco1)N1Cc2ccccc2-n2nncc2C1 | -1% | 0%
COc1ccc(S(N)(=O)=O)cc1C(=O)OCC(=O)Nc1ncc(Cl)c(C)c1Cl | 4% | -3%
CCCCN(C(=O)COC(=O)c1ccc(C)s1)c1c(N)n(CCC)c(=O)[nH]c1=O | -1% | -12%
CCCS(=O)(=O)NC(=O)C1(C)CCN(C(=O)c2cccc(C)c2C)C1 (stereo not given) | 3% | -1%
OCCCn1c(C2CCCN2c2nc(-c3ccc(Cl)cc3)cs2)nc2cc(Cl)c(N3CCCCC3)cc21 (stereo not given) | -13% | 51%[activator]
CC(C)[C@@H](N)C(=O)NC[C@H]1O[C@@H](n2cnc3c(N)ncnc32)[C@H](O)[C@@H]1O | -3% | 12%
CSCC[C@H](NC(=O)c1ccc(OCC2CCCO2)cc1)c1nc2ccccc2[nH]1 (stereo not given in full) | 1% | -12%
COc1cccc2c(=O)c3c([nH]c12)OC(C)(C)C3 | 28% | 15%
c1ccc(-c2nc(NCC3CC3)nc3ccsc23)cc1 | -2% | 91%[activator]
CC1(c2nc3ccccc3[nH]2)CCC2=Nc3ccccc3CN21 (stereo not given) | -18% | 2%
CC1(C(=O)Nc2cnc3ccccc3c2)CCN1Cc1ccccc1Cl (stereo not given) | 3% | -4%

Exported tab-delimited: 15 of the compounds above.
SMILES	Tb PYK inh	AMA1-RON2 inh
OCC[C@@H]1C[C@H](O)[C@@H](O)[C@@]2(OCc3ccc4ccccc4c32)O1	0%	19%
CC[C@@H]1CCCCc2ccccc2[C@H](C(=O)C[C@H](O)CC(C)=O)OC1=O	-3%	9%
O=C(Nc1cccc(Cl)c1)Nc1nnc([C@@H]2C[C@H](O)[C@@H](CO)O2)s1	-11%	4%
CCC(C)N1CCN(C(=O)c2cccs2)CC1 (stereo not given)	-6%	?
O=C(c1ccco1)N1Cc2ccccc2-n2nncc2C1	-1%	0%
COc1ccc(S(N)(=O)=O)cc1C(=O)OCC(=O)Nc1ncc(Cl)c(C)c1Cl	4%	-3%
CCCCN(C(=O)COC(=O)c1ccc(C)s1)c1c(N)n(CCC)c(=O)[nH]c1=O	-1%	-12%
CCCS(=O)(=O)NC(=O)C1(C)CCN(C(=O)c2cccc(C)c2C)C1 (stereo not given)	3%	-1%
OCCCn1c(C2CCCN2c2nc(-c3ccc(Cl)cc3)cs2)nc2cc(Cl)c(N3CCCCC3)cc21 (stereo not given)	-13%	51%[activator]
CC(C)[C@@H](N)C(=O)NC[C@H]1O[C@@H](n2cnc3c(N)ncnc32)[C@H](O)[C@@H]1O	-3%	12%
CSCC[C@H](NC(=O)c1ccc(OCC2CCCO2)cc1)c1nc2ccccc2[nH]1 (stereo not given in full)	1%	-12%
COc1cccc2c(=O)c3c([nH]c12)OC(C)(C)C3	28%	15%
c1ccc(-c2nc(NCC3CC3)nc3ccsc23)cc1	-2%	91%[activator]
CC1(c2nc3ccccc3[nH]2)CCC2=Nc3ccccc3CN21 (stereo not given)	-18%	2%
CC1(C(=O)Nc2cnc3ccccc3c2)CCN1Cc1ccccc1Cl (stereo not given)	3%	-4%
